RBX1-CUL1 inh = human ROC1-CUL1 E3 ligase inhibition. P62877+Q13616. in vitro K48 di-Ub FRET, acceptor:donor ratio, 45 min. inhibition, % at 10 µM. 140,000 tested, 0.6% active; in the data active = inhibition above about 25%
Target sequence (P62877 whole entry, looked up): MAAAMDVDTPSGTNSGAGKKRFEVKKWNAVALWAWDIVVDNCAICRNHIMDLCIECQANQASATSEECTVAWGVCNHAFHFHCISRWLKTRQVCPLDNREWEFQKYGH
Target sequence (Q13616 whole entry, looked up): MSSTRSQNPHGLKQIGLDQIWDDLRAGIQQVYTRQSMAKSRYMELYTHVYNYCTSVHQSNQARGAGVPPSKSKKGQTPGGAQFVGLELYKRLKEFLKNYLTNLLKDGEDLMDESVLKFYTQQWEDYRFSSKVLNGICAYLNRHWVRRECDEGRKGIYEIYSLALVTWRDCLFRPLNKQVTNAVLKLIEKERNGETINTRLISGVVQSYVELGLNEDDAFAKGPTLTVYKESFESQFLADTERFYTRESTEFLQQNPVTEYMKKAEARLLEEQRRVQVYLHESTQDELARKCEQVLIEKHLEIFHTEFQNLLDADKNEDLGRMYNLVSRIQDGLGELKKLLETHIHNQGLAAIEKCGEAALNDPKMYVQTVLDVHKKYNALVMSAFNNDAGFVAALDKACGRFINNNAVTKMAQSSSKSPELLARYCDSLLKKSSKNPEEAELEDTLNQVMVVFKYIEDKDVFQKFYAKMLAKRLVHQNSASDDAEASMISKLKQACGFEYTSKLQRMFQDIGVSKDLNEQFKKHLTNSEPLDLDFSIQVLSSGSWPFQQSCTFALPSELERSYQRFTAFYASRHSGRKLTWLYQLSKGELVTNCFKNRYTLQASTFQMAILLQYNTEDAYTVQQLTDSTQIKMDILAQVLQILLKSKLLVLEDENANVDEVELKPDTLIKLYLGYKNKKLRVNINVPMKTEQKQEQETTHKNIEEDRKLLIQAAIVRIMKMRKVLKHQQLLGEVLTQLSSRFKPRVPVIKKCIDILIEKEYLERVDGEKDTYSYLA
Starred values were filed as active, the others as inactive.

Compound	RBX1-CUL1 inh
Cn1c(=O)n(C)c2cc(NC(=O)c3ccc(Cl)cc3)ccc21	-3
CCc1ccccc1NC(=O)c1ccc(NC(=O)CCC(=O)O)cc1	-6
O=C(NCCN1CCCC(O)C1)c1cc(Cn2ccc3ccccc32)[nH]n1 (stereo not given)	-7
O=C(c1cn(CCOc2ccc(Cl)cc2)c2ccccc12)C1CCCCC1	-3
Cc1cccc(NC(=O)Cn2c(=O)n(CC3CCC(C(=O)NCCc4ccccc4)CC3)c(=O)c3ccccc32)c1C (stereo not given)	-2
O=C1c2ccccc2C(=O)c2c1nnn2Cc1cccc(Cl)c1	9
CC(C)(C)CC(=O)N1CCN(Cc2cccc(F)c2)CC1	-8
O=C(Oc1cccc2c(OC(=O)N3CCOCC3)cccc12)N1CCOCC1	-7
Cc1ncccc1C(=O)NC1CC(=O)N(Cc2cccc(F)c2)C1 (stereo not given)	5
COc1ccc(OC)c(CNC(=O)c2ccccc2NC(=O)c2nsc3ccccc23)c1	-13
N#Cc1nc(COc2cccc(Cl)c2)oc1N1CCN(c2cccc(Cl)c2)CC1	9
O=C(Nc1ccccc1Br)c1ccccc1NC(=O)C(O)(c1ccccc1)c1ccccc1	10
Fc1ccc(C(CCCN2CCN(C3Cc4ccc(Cl)cc4Sc4ccc(Cl)cc43)CC2)c2ccc(F)cc2)cc1 (stereo not given)	-7
O=C(NC1CCCCC1)c1ccc(N2CCOCC2)cc1	4
Cc1ccc(CNC(=O)c2ccc(Nc3nc4ccccc4n4nnnc34)cc2)cc1	0
O[C@H]1CN(CC(c2ccccc2)c2ccccc2)C[C@@H]1N1CCN(c2ccccn2)CC1	-1
COc1cccc(CC2=NOC(C(=O)N3CCC(Oc4ccccc4OC)CC3)C2)c1 (stereo not given)	8
CCCCN(CCCC)CCNC(=O)c1cn(C)c2ccc(S(=O)(=O)N3CCOCC3)cc2c1=O	-3
CS(C)(=O)=NN1C(=O)c2cccc3cccc(c23)C1=O	-1
COc1ccc(C2CC(=O)c3c([nH]c(C(=O)OCc4ccccc4)c3C)C2)cc1OC (stereo not given)	3
COc1ccccc1NCc1nnc(SCC(=O)N/N=C/c2ccco2)n1-c1ccccc1	-3
Cc1ccc(NC(=S)NC(=O)CC(C)C)cc1C	-3
CCc1c(C)c2c(C)nn(-c3ccccc3)c2[nH]c1=O	4
Cn1c(=O)c2sccc2n2c(CCC(=O)Nc3ccc(F)cc3)nnc12	-1
CC(C)(C)OC(=O)N1CCC(c2c(C(=O)N3CCN(C(=O)c4ccco4)CC3)cnn2-c2cccc(F)c2)CC1	-10
Cc1ncc2c(c1CNS(=O)(=O)c1ccsc1)CCN(C(=O)Cc1ccccc1Cl)C2	0
O=C(Nc1nc2c(F)cc(F)cc2s1)c1ccc(S(=O)(=O)N2CCc3ccccc32)cc1	-18
CC(=O)Nc1c(C)ccc(CNC(=O)COc2cc(C)ccc2C)c1C	11
Cc1ccc2onc(CC(=O)N3CCN(c4cccc(Cl)c4)CC3)c2c1	2
O=C(Cn1nc(C(F)(F)F)cc1C1CC1)Nc1ccc(F)c(Cl)c1	6
CCN1c2ccccc2-c2nc(SCC(=O)Nc3cc(OC)cc(OC)c3)ncc2S1(=O)=O	-8
COC(=O)c1ccc(C(=O)OC)c(NC(=O)c2cnn3c(C(F)F)cc(-c4ccc(OC)cc4)nc23)c1	-1
COC(=O)Nc1ccc(S(=O)(=O)N2CCCC(C(=O)Nc3ccc(C)c(Cl)c3)C2)cc1 (stereo not given)	7
O=C(Oc1ccccc1)c1ccccc1OC(=O)C1CCCCC1	7
CCc1ccc(NCc2cc3cc(OC)c(OC)cc3n(CC(=O)Nc3cc(C)ccc3C)c2=O)cc1	3
C=C(C)c1ccccc1NC(=O)CCN1C(=O)c2ccccc2S1(=O)=O	2
CCN(CC)C(=O)CSc1nc2c(c(=O)n(C)c(=O)n2C)n1Cc1ccccc1	-6
CC1CCN(c2cc3c(cc2F)c(=O)c(S(=O)(=O)c2cccc(Cl)c2)cn3Cc2ccccc2)CC1	-3
N#CC1C(=N)C(=N)C(C#N)C1c1ccncc1 (stereo not given)	5
CC(C)(C)c1cc([N+](=O)[O-])c(N)cc1[N+](=O)[O-]	-5
CC1CCN(CC(=O)N2CCCc3c2c(=O)oc2ccc(O)cc32)CC1	4
Cc1cc2c(=O)oc(-c3cccc4ccccc34)nc2s1	3
COc1cccc(N2CCN(Cc3nc(N)nc(Nc4ccc(C)c(C)c4)n3)CC2)c1	2
CCOC(=O)C1CCCN(C(=O)CC2(c3cccc(C(F)(F)F)c3)CC(=O)N(CC)C2=O)C1 (stereo not given)	-3
Cc1ccc(C)c(NCN2C(=O)C3C4C=CC(C4)C3C2=O)c1 (stereo not given)	-3
N#CCc1c(Cl)sc(Cl)c1CC#N	8
N=C1C=NN(C2CCCCC2)C(=O)C1Cl (stereo not given)	-1
Cc1cccc(OCC(=O)Nc2ccccc2C(=O)OCc2cc(=O)n3nc(C)sc3n2)c1	-5
Cc1ccccc1N1CCCN(Cc2nc(Cc3ccccc3F)no2)CC1	7
Nc1c(C(=O)NCC(=O)O)sc2nc3c(cc12)CCCC3	1
CC(C)c1cc(C(=O)N2CCN(S(C)(=O)=O)CC2)cs1	8
COc1cccc(Nc2nc(N)nc(CN3CC(C)CC(C)C3)n2)c1 (stereo not given)	-4
Nc1ccccc1C(=O)Nc1ccccc1F	-4
CCC(C)NC(=O)c1sc2nc(C)c(C(=O)Nc3ccc(C)cc3C)c(-c3ccc(Br)cc3)c2c1N (stereo not given)	-1
COc1cccc(CNn2nnnc2N)c1OCc1ccccc1Cl	-1
Cc1ccc(CNCc2c(C(=O)O)n(Cc3ccc(C)cc3)c3cc(C)ccc23)cc1	13
Cc1ccc(-n2c(SCC(=O)N/N=C/c3ccc(O)cc3O)nnc2-c2ccccc2)cc1	-4
CCn1nnnc1NCc1cccc(Cl)c1	12
CC(=O)N1CCN(S(=O)(=O)c2ccc(F)cc2)CC1	-3
C=CCc1c(C)nc2c(-c3ccc(Cl)cc3)c(C)[nH]n2c1=O	6

A section from further up:
Compound	RBX1-CUL1 inh
COc1cccc(N2CCN(Cc3nc(N)nc(Nc4ccc(C)c(C)c4)n3)CC2)c1	2
CCOC(=O)C1CCCN(C(=O)CC2(c3cccc(C(F)(F)F)c3)CC(=O)N(CC)C2=O)C1 (stereo not given)	-3
Cc1ccc(C)c(NCN2C(=O)C3C4C=CC(C4)C3C2=O)c1 (stereo not given)	-3
N#CCc1c(Cl)sc(Cl)c1CC#N	8
N=C1C=NN(C2CCCCC2)C(=O)C1Cl (stereo not given)	-1
Cc1cccc(OCC(=O)Nc2ccccc2C(=O)OCc2cc(=O)n3nc(C)sc3n2)c1	-5
Cc1ccccc1N1CCCN(Cc2nc(Cc3ccccc3F)no2)CC1	7
Nc1c(C(=O)NCC(=O)O)sc2nc3c(cc12)CCCC3	1
CC(C)c1cc(C(=O)N2CCN(S(C)(=O)=O)CC2)cs1	8
COc1cccc(Nc2nc(N)nc(CN3CC(C)CC(C)C3)n2)c1 (stereo not given)	-4
Nc1ccccc1C(=O)Nc1ccccc1F	-4
CCC(C)NC(=O)c1sc2nc(C)c(C(=O)Nc3ccc(C)cc3C)c(-c3ccc(Br)cc3)c2c1N (stereo not given)	-1
COc1cccc(CNn2nnnc2N)c1OCc1ccccc1Cl	-1
Cc1ccc(CNCc2c(C(=O)O)n(Cc3ccc(C)cc3)c3cc(C)ccc23)cc1	13
Cc1ccc(-n2c(SCC(=O)N/N=C/c3ccc(O)cc3O)nnc2-c2ccccc2)cc1	-4

New compounds follow.
Compound	RBX1-CUL1 inh
CCc1c(C)sc2c1CCN(C(=O)Nc1ccc(F)c(Cl)c1)C2c1ccc(F)cc1 (stereo not given)	-8
N#CCCSc1cn2c(n1)CCC2	21
COc1cc(NC(=O)CCS(=O)(=O)c2nc(-c3ccc4c(c3)OCO4)cc(C(F)(F)F)n2)cc(OC)c1OC	-2
CC(=O)O[C@@H]1O[C@@H]2O[C@H]1[C@@H](OC(C)=O)[C@H](OC(C)=O)[C@H]2OC(C)=O	2
CC1=NC(=O)CC(c2c(Cl)cccc2Cl)C1C(=O)OCc1ccc(C)cc1 (stereo not given)	-5
Cc1cccc2nc(=S)n(C(=O)c3ccccc3F)n12	0
Clc1ccc(CNc2ncn[nH]2)c(Cl)c1	0
COc1ccc(CNC(=O)C(=O)NCC(c2cccnc2)N2CCN(c3ccccc3)CC2)cc1 (stereo not given)	6
CS(=O)(=O)NC1CCCCCCC1	1
O=C1NN(c2ccc(Br)cc2)C(=O)/C1=C\c1ccc(-c2ccccc2)o1	-1
Cn1c(=NC(=O)c2ccc3c(c2)OCCO3)sc2cc(S(C)(=O)=O)ccc21	4
Cn1ncc(N2CCC(CNC(=O)CCN3CCCO3)C2)cc1=O (stereo not given)	2

The final two compounds of the section above lead into the next:
Compound	RBX1-CUL1 inh
Cn1c(=NC(=O)c2ccc3c(c2)OCCO3)sc2cc(S(C)(=O)=O)ccc21	4
Cn1ncc(N2CCC(CNC(=O)CCN3CCCO3)C2)cc1=O (stereo not given)	2
CCOc1ccc(-c2csc(/C(C#N)=C/c3ccc(Br)cc3)n2)cc1	0
CCn1c(COc2ccc(OC)cc2)nnc1SCC(=O)Nc1cccc(C)c1	0
COC(=O)C1C(=N)Oc2c(oc(CO)cc2=O)C1c1cccs1 (stereo not given)	7
S=c1[nH]nc(COc2ccc(Br)cc2-c2ccn(-c3ccccc3)n2)o1	4
N#CC1C(=N)Oc2c(ccc3ccccc23)C1c1ccccc1Cl (stereo not given)	14
CCCCN(CC)C(=O)C1CCCN(c2ncnc3c2nc2n3CCCCC2)C1 (stereo not given)	1
Cc1ccc2oc(C(=O)Nc3ccc(S(=O)(=O)N4CCCCCC4)cc3)cc(=O)c2c1	-8
COc1ccc(S(=O)(=O)Nc2nc3c(C)cccc3s2)cc1	3
COc1ccc(NS(=O)(=O)c2ccc(C)cc2)cc1OC	3
COc1ccc(-c2cc(-c3ccccc3)nc3sc(C(=O)Nc4c(C)cc(C)cc4C)c(N)c23)cc1	3
Cc1cccc(NC(=O)C2CCN(Cc3ccccc3)CC2)c1C	9
CCOc1cc(CN2Cc3cc(Cl)ccc3OC(C)C2)ccc1O (stereo not given)	6

Following part:
SMILES,RBX1-CUL1 inh
COc1ccccc1N1CCN(C(=O)c2cc3nc(-c4ccc(Br)cc4)cc(C(F)(F)F)n3n2)CC1,-4
O=C(COC(=O)c1cccs1)c1ccc2ccccc2c1,-3
O=C(CSc1ccc(-c2cccs2)nn1)Nc1cccc(F)c1,0
O=C1CC(NCc2ccc(F)cc2)C(=O)N1c1ccc(Br)cc1 (stereo not given),-4
CC(C)CNC(=S)NNC(=O)c1csc2c1CCC(C)C2 (stereo not given),-11
CC(=O)NCCC(=O)N1CCCC(CCc2cccc(C(F)(F)F)c2)C1 (stereo not given),4
Cc1cc(S(=O)(=O)NC(C)C)c(C)cc1Cl,5
Cc1cccc(C)c1OCc1nc2ccccc2c(=O)n1N,-1
c1ccc(-c2ccc(-c3csc4nnc(-c5ccncc5)n34)cc2)cc1,2
CCN(C(=O)C1CCCN(S(=O)(=O)c2c(C)noc2/C=C/N(C)C)C1)c1cccc(C)c1 (stereo not given),-2
OCC1(Cc2ccc(Cl)cc2)CCN(Cc2ccc3ncccc3c2)CC1,-11
Cn1c(=O)c2[nH]c(N3CCN(c4ccc(F)cc4)CC3)nc2n(C)c1=O,-7
Cc1c(CC(=O)N2CCNC(=O)C2)c2c(n1CC(C)C)CC(C)(C)CC2=O,2
COc1ccc(-c2noc(N3CCN(c4ccc(C)cc4)C(C)C3)n2)cc1OC (stereo not given),-4
Cc1ccc(-n2cccn2)c([C@@H]2C[C@H]3CN(C)C(=O)[C@]34CCCN24)c1,12
O=C(Cn1c(=O)n(-c2ccc(Cl)cc2)c(=O)c2c3c(sc21)CCC3)c1ccccc1,-8
Cc1csc(NC(=O)c2ccccc2F)n1,8
O=C(Cn1nnnc1CN1CCCC1)NCc1ccc(OC(F)(F)F)cc1,2
COc1ccc(-c2cc(-c3ccc(C)cc3)nc(SCc3nnc(-c4ccccc4)o3)c2C#N)cc1OC,-3
C=CCn1nnc(NC(=O)CCC)n1,4
CCC(Sc1nc2ncccc2o1)C(=O)Nc1cccc(C)c1 (stereo not given),-5
CCCC12CN3CC(C)(CN(C1)C3c1c[nH]c3ccccc13)C2=O (stereo not given),-1
N=C1CC(=O)N=C(SCC(=O)Nc2ccc(F)cc2)N1c1ccc(Cl)cc1,-3
COCc1ccc(C(=O)Nc2ccc(-c3nc(CNC(=O)CSc4ccccc4)c(C)o3)cc2)o1,-1
Cc1ccc(Cl)cc1NC(=O)Nc1nnc(N2CCCC(C)C2)s1 (stereo not given),-1
O=C(NCc1ccc(Cl)cc1)c1ccc(Cl)c(Cl)c1,-1
CC(=O)NCC(=O)N1CCCC1C(=O)Nc1cccc(-c2cccc(C)c2)c1 (stereo not given),4
Cc1cc(Cl)c(S(=O)(=O)N/N=C/c2ccc3c(c2)OCO3)c(Cl)c1,0
O=C(Nc1ccc(N2CCC(NCCC3=CCCCC3)CC2)cc1)c1ccc2c(c1)OCO2,-2
CCCC(=O)Nc1ccc2nc(SCC(=O)Nc3cccc(C)c3C)sc2c1,5
Cc1c(Cl)cccc1NC(=S)N1CCCC(C)C1 (stereo not given),-12
Cc1ccc(N(CC(=O)Nc2cccc(Cl)c2)S(=O)(=O)c2cccs2)cc1,4
O=S(=O)(C1=Cc2ccccc2C1)c1ccccc1,-7
CCOc1cc(C2C3=C(N=C(C)C2C(=O)OC)c2ccccc2C3=O)ccc1OC (stereo not given),-6
COc1cccc2[nH]c(C)c(C)c12,-7
COc1ccc(NC(=O)c2ccc(-c3cccc(Cl)c3)o2)cc1OC,9
CCCn1c2ccccc2c2cnn(CC(=O)NCc3cc(OC)ccc3OC)c(=O)c21,1
Cc1ncc2c(c1CNC(=O)/C=C/c1cccs1)CCN(C(=O)C(=O)c1ccccc1)C2,2
Cc1oc2ccc(Br)cc2c(=O)c1-c1nn[nH]n1,0
COc1ccc(CNc2ccc(N3CCOCC3)c(Cl)c2)cc1,6
Cc1cccc(CCNC(=O)C2CCCN(S(=O)(=O)c3ccc4c(c3)oc(=O)n4C)C2)c1 (stereo not given),-3
CN(C)C(C#N)c1ccccc1Cl (stereo not given),-4
O=C(Cc1noc2ccccc12)Nc1ccc(Cl)cc1,8
O=C(CN1C(=O)C2CCCCN2c2ccc(C(=O)N3CCCC3)cc21)NCc1ccccc1 (stereo not given),0

Some of the compounds tested, so the mix of outcomes need not match the whole.
